KCNQ2 block = KCNQ2 potassium channel inhibitors, primary screen, cell-based, CHO-K1, FluxOR thallium flux, B-score (AID 2156) | O88943 | 20 min; active compounds read low | B-score at 10 µM | 1.1% of 310,000 active;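 active = fluorescence ratio B-score at most minus 3 library SDs, with starting brightness B-score within 2 library SDs, cut at about -5.5 in these data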
Kir21 block = inhibitors of mouse Kir2.1 inward-rectifier potassium channel | 0.85% of 310,000 active | P35561 | AID 1672 | B-score at 10 µM | HEK293-Kir2.1, FluxOR thallium flux fluorescence; active compounds read low;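 active = fluorescence ratio B-score at or below minus 3 SD of library scores, with starting-brightness B-score within 2 SD, cut at about -4.2 in these data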;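 note: channel flux triggered by added potassium and thallium sulfate stimulus; B-score of peak minus minimum fluorescence over baseline after thallium stimulus; more negative B-score means stronger Kir2.1 block with less thallium influx; some compounds called inactive have numbers as strong as hits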
Target sequence (P35561 whole entry, looked up): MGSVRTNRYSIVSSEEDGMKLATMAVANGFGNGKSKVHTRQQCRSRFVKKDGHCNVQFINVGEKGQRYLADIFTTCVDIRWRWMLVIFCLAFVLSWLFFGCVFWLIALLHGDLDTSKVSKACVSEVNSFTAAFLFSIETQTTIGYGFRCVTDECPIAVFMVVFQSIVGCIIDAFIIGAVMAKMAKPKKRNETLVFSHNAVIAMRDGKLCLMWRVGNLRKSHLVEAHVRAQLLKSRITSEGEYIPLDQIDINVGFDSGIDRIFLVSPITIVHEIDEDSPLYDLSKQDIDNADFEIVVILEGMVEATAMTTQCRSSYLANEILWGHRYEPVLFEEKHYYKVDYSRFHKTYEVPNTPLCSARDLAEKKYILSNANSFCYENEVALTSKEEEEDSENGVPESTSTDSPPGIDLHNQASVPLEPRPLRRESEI
Numbers without * were called inactive; i = inactive. The order is random; any-hit rate near 1.9%.

KCNQ2 block | Kir21 block | smiles
i | 1.01 | CN(C)/C=C/c1onc(-c2c(F)cccc2Cl)c1C#N
i | -0.11 | O=C1CC(SC(=NCc2ccc3c(c2)OCO3)Nc2ccccc2)C(=O)N1 (stereo unspecified)
i | -1.47 | CCN(CC)c1cc2nc(C)n(Cc3ccccc3)c(=O)c2cc1NC(=O)C1CC1
i | -1.94 | O=C(CCC(=O)NNC(=O)COc1ccc(Br)cc1)NCc1ccccc1
i | -1.7 | O=C(c1c(O)c2ccccc2oc1=O)C1CCC1
i | -1.78 | O=c1c2c3c(sc2n2cnnc2n1-c1ccccc1)N(Cc1ccccc1)CCC3
i | 1.86 | CCOC(=O)C1=C(C)Nc2ccccc2N=C1N
i | -0.02 | O=c1[nH]nc(Cc2ccc3ccccc3n2)c2ccccc12
i | -1.03 | Cc1cc(Cl)ccc1NC(=S)NCc1ccco1
i | 1.83 | Cc1ccc(C2C3=C(CC(C)(C)CC3=O)NC3=C2C(=O)c2ccccc23)cc1 (stereo unspecified)
i | 2.7 | NC1=NC(c2cn[nH]c2-c2ccc(F)cc2)n2c(nc3ccccc32)N1 (stereo unspecified)
i | -0.24 | CCNc1nc(Cl)nc(NNC(=O)C(C)Oc2ccccc2)n1 (stereo unspecified)
i | 0.31 | COc1ccc(-c2cc(C(=O)Nc3ccc(Cl)cc3Cl)c3ccccc3n2)cc1OC
i | -0.42 | N#Cc1cc(S(=O)(=O)c2ccc(Cl)cc2)c(N)[nH]c1=O
i | 0.44 | COc1ccc(CCNC(=O)c2ccn[nH]2)cc1OC
i | -0.5 | COC(=O)c1[nH]c2cccc(C)c2c1NC(=O)CN1CCCc2ccccc21
i | 0.88 | COc1ccc(-c2cc(-c3nnc(COC(=O)C4CC4)o3)c3ccccc3n2)cc1OC
i | 1.2 | COc1cc(C2C(C#N)=C(SC)NC3=C2C(=O)CCC3)ccc1O (stereo unspecified)
i | 0.86 | COCc1nnc(NC(=O)CC(C)c2ccccc2)s1 (stereo unspecified)
i | -0.01 | CCNC(=O)COC(=O)/C=C/c1cccs1
i | -1.37 | CC(C)CC1C(C#N)=C(N)Oc2n[nH]c(-c3ccccc3)c21 (stereo unspecified)
i | 0.95 | COc1ccc(C(=O)Nc2cc(C)nn2-c2ccc(F)cc2)cc1
i | -1.07 | Cc1cccc(CSc2ncnc3c2cnn3Cc2ccccc2)c1
i | -0.25 | OCC1(Cc2ccccc2C(F)(F)F)CCN(Cc2ccccc2)CC1
i | 0.29 | O=C(COc1ccc(F)cc1)Nc1cc(S(=O)(=O)N2CCCCC2)ccc1N1CCCCC1
i | -0.12 | O=C(O)CCCNC(=O)c1nn(Cc2ccccc2)c(=O)c2ccccc12
i | 2.17 | COc1ccccc1C(=O)n1nc(-c2ccco2)nc1N
i | 1.6 | CCCn1c(N)c(N2CCCCC2)c(=O)n(CC(=O)Nc2ccccc2)c1=O
i | 0.5 | O=C(Nc1ccccc1)c1ccc(Cn2cc(C(F)(F)F)ccc2=O)cc1
i | -0.37 | CC(C)=CCc1c(O)c(CC=C(C)C)c2c(c1O)C(=O)CC(c1ccc(O)cc1)O2 (stereo unspecified)
i | -1.84 | CN1CCC(=NNC(=O)C(=O)Nc2ccccc2)CC1
i | -0.01 | O=C(Cn1cc(/C=N/NC(=O)c2ccccc2Br)c2ccccc21)Nc1ccc(F)cc1
i | -0.94 | Cc1ccc(C)c(S(=O)(=O)N2CCN(C(=O)c3cc(S(=O)(=O)NCc4ccccc4)ccc3C)CC2)c1
i | -0.07 | COc1ccc(NC(=O)CCN2C(=O)c3ccccc3C2=O)cc1
i | -0.04 | CCC1(C)Nc2ccccc2C(=O)N1O (stereo unspecified)
i | -2.23 | CN1CCN(C(=O)c2ccc3c(c2)N(Cc2cccc(Cl)c2)C(=O)c2ccccc2S3(=O)=O)CC1
i | 0.12 | C=CCN(CC=C)C(=S)NC(=O)c1ccc(OC)cc1
i | -0.86 | CCc1cccc(NC(=O)C2CCN(S(=O)(=O)c3ccc4c(c3)NC(=O)CO4)CC2)c1
i | -0.07 | CCOc1cc(N2C(=O)CC3CS(=O)(=O)CC32)c(OCC)cc1NC(=O)c1ccccc1 (stereo unspecified)
i | 0.06 | CCCCn1c(N)c(N(CCOC)C(=O)COC(=O)CCOc2ccccc2)c(=O)[nH]c1=O
i | 0.53 | COc1ccc(CN2C(=O)CS(=O)CC2=O)cc1OC
i | -0.39 | CC(C)(C)C(=O)O/N=C1/C(=O)N(c2ccccc2)c2ccccc21
i | 0.13 | Cc1ccc(C(=O)Nc2nnc(C)s2)cc1
i | -1.47 | Cc1ccc(C)c(NC(=O)CCN2CCOCC2)c1
i | 0.12 | Cc1cccc(N2CN=C3SCC(=O)N3C2)c1
i | 1.34 | Cc1ccc(OCCC(=O)OCC(=O)C(C)(C)C)cc1
i | 0.64 | CS(=O)(=O)N1CCN(c2ccc(NC(=O)c3ccc(-c4ccc(Cl)cc4)o3)cc2)CC1
i | 1.92 | CCOc1cc(/C=N/NC(=O)C(N)=O)cc(Br)c1O
i | -1.36 | COc1ccc(CN2CCNC(=O)C2CC(=O)NCCC2=CCCCC2)cc1OC (stereo unspecified)
i | -1.6 | CCOC(=O)C1CCN(C(=O)NC23CC4CC(CC(C4)C2)C3)CC1

Later entries
KCNQ2 block | Kir21 block | smiles
i | -0.02 | CCOC(=O)c1c(CN2CCCCC2)n(C)c2cc(Br)c(O)c(CN(C)C)c12
i | -0.64 | S=c1[nH]c2ccccc2o1
i | -7.77* | CCc1cc(-c2n[nH]c(=S)n2C(C)c2ccccc2)cs1 (stereo unspecified)
i | 0.63 | COc1ccc(/C=C2\SC(=S)N(NS(=O)(=O)c3ccc(C)cc3)C2=O)c(OC)c1
i | 0.07 | Cc1ccc(-c2csc3ncnc(Nc4ccc(C(=O)O)cc4)c23)cc1
i | 0.03 | CC1CCCN(S(=O)(=O)c2ccc(NC(=O)Cc3ccc(S(=O)(=O)N4CCOCC4)s3)cc2)C1 (stereo unspecified)
i | 0.21 | Cc1cc(Cl)c(S(=O)(=O)Nc2ccc3c(c2)OCCO3)cc1OCC(N)=O
i | -0.62 | COc1ccc(C)cc1NC(=O)Nc1cccc(C)c1
i | 1.17 | COCCCNc1cc(C)nc2ccccc12
i | 0.94 | C[C@H](Nc1ccc(C(F)(F)F)cc1[N+](=O)[O-])C(=O)O
i | 0.3 | CCOC(=O)CN(C(=O)Cn1nnc(-c2ccc(C)cc2)n1)C(CC)C(=O)NC1CCCC1 (stereo unspecified)
i | -3.38 | Cn1c(Cl)c(/C=N/OC(=O)c2ccccc2Cl)c2ccccc21
i | 0.12 | CCCN1C(=O)/C(=C/c2ccc(C)o2)NC1=S
i | -0.7 | CC(C)/C=C/C(=O)N1CCCC(N2CCN(c3ccccc3F)CC2)C1 (stereo unspecified)
i | 0.21 | O=C(Oc1coc(CSc2ncccn2)cc1=O)c1cccs1
i | -0.53 | Cc1cccc(OC(C)C(=O)N2CCc3ccccc3C2)c1 (stereo unspecified)
i | 0.28 | CCNC(=O)COc1ccc(OCc2ccccc2)cc1
i | -1.09 | CC1CN(C(=O)COC(=O)c2ccc(O)cc2)CC(C)O1 (stereo unspecified)
i | -0.52 | O=C(COc1ccc(Cl)cc1)N1CCCCC1
i | -1.02 | Cc1ccc2[nH]c(=O)c(C(c3nnnn3CCc3ccccc3)N3CCOCC3)cc2c1 (stereo unspecified)
i | 1.47 | CC(=O)c1cccc(N(CC(=O)NC2CCCCC2)C(=O)c2csnn2)c1
i | 1.45 | COC(=O)c1ccc(NC(=O)COC(=O)c2nc3nccc(C)n3n2)cc1
i | 0.63 | CC(C)c1c(C(=O)N/N=C/c2ccco2)nnn1-c1nonc1N
i | -0.53 | Fc1ccccc1Cc1noc(CN2CCCC(CN3CCOCC3)C2)n1 (stereo unspecified)
i | -0.29 | O=[N+]([O-])c1cccc(C=Nc2cccc3ccccc23)c1O
i | -0.19 | COc1ccc(Nc2nc3ccccc3n3cnnc23)cc1
i | 1.44 | CCn1cc(C(=O)NCC2CCCO2)c(=O)c2cc(F)c(N3CCN(C)CC3)cc21 (stereo unspecified)
i | 1.84 | O=C(C[n+]1ccccc1)N/N=C/c1c(F)cccc1Cl
i | 0.02 | O=C(Nc1cccc(F)c1)c1cc(S(=O)(=O)N2CCOCC2)cs1
i | 0.15 | Cc1ccc(C(=O)NNC2=NC(C)(C)Cc3ccccc32)cc1

Complete entries as entered above:
`CC(C)c1c(C(=O)N/N=C/c2ccco2)nnn1-c1nonc1N` as listed: KCNQ2 block = i; Kir21 block = 0.63
`CC(=O)c1cccc(N(CC(=O)NC2CCCCC2)C(=O)c2csnn2)c1` as listed: KCNQ2 block = i; Kir21 block = 1.47

Other compounds follow:
KCNQ2 block | Kir21 block | smiles
i | 0.05 | N#C/C(=C/c1ccc(N2CCOCC2)o1)c1ccc(Br)cc1
i | 0.43 | COc1ccc(F)cc1C(=O)C1CCCN(Cc2cnc(N3CCCC3)s2)C1 (stereo unspecified)
i | -0.26 | Cc1ccc(NC(=O)N2CCCC2C(=O)Nc2ccc(-n3cnnn3)c(C)c2)cc1 (stereo unspecified)
i | 2.61 | O=C(Nc1nc2ccsc2c(=O)s1)c1ccco1
i | -0.31 | CC1(OC(=O)c2ccco2)C(=O)C=C2C=C(c3ccsc3)OC=C2C1=O (stereo unspecified)
i | -1.41 | CCC(=O)N1CCc2cc(Br)cc(S(=O)(=O)NCCN3CCCC3)c21
i | -2.06 | COc1ccc(C)cc1S(=O)(=O)Nc1cccnc1
i | 4 | CCN(CC(=O)Nc1ccccc1C(F)(F)F)C(=O)c1cccc(N2C(=O)CCC2=O)c1
i | -1.04 | Cc1ccc(-n2nc(C)c3c(C)cc(=O)[nH]c32)cc1
i | -1.39 | CC(=O)Oc1ccc(C(=O)O)cc1OC(C)=O
i | 0.24 | CCn1c(CCNC(=O)c2ccco2)nc2ccccc21
i | 0.26 | C=CCN=C1NN=C(c2cc(C)n(CCOC)c2C)CS1
i | 1.65 | Cc1ccnn1CCSCC(=O)O
i | 1.71 | COc1cc2c(cc1OC)CN(C(=S)Nc1ccccc1)CC2
i | -1.64 | CCOC(=O)C1CCN(CC(O)COc2ccc(C(C)(C)CC)cc2)CC1 (stereo unspecified)
i | 0.06 | O=C(NCCc1ccc(Cl)cc1)c1ccc2c(c1)OCO2
i | 1.6 | CC(=O)Nc1ccc(NC(=O)CSc2ccc3nnc(CCNC(=O)c4ccccc4)n3n2)cc1
i | -0.01 | COc1ccccc1N1C(=O)S/C(=C\c2cccs2)C1=O
i | 1.04 | COC(=O)C1=CN(C2CC2)C=C(C(=O)OC)C1c1ccccc1OC
i | 1.96 | CN1CCN(c2ccc([N+](=O)[O-])cc2C(=O)N2CCOCC2)CC1

Part of the list above in order of SMILES length, smallest number first.
KCNQ2 block | Kir21 block | smiles
i | 0.24 | CCn1c(CCNC(=O)c2ccco2)nc2ccccc21
i | 0.26 | C=CCN=C1NN=C(c2cc(C)n(CCOC)c2C)CS1
i | -1.64 | CCOC(=O)C1CCN(CC(O)COc2ccc(C(C)(C)CC)cc2)CC1 (stereo unspecified)
i | 1.6 | CC(=O)Nc1ccc(NC(=O)CSc2ccc3nnc(CCNC(=O)c4ccccc4)n3n2)cc1

Reformatted with tabs: part of the list above
molecule	KCNQ2 block	Kir21 block
Cc1ccnn1CCSCC(=O)O	i	1.65
CCn1c(CCNC(=O)c2ccco2)nc2ccccc21	i	0.24
O=C(NCCc1ccc(Cl)cc1)c1ccc2c(c1)OCO2	i	0.06
CC(=O)Nc1ccc(NC(=O)CSc2ccc3nnc(CCNC(=O)c4ccccc4)n3n2)cc1	i	1.6

Following part:
KCNQ2 block | Kir21 block | smiles
i | 0.51 | COc1ccc(C(=O)NCCc2nnc3ccc(SCC(=O)N4CCOCC4)nn23)cc1
i | 0.38 | CCN1CCN(Cc2ccc(NC(=O)Nc3ccc(OC)cc3)cc2)CC1
i | 0.3 | Cc1ccc(CNC(=O)C(Cc2ccccc2)NS(=O)(=O)c2cccs2)cc1 (stereo unspecified)
i | 0.76 | O=C1[C@H]2[C@H]3[C@H](O)[C@H](O)C/C(=N\OC[C@@H](O)COCc4ccco4)[C@@H]3CC[C@H]2C(=O)N1c1ccc(F)cc1F
i | -1.01 | CCC1CCCCN1C(=S)NC(=O)c1ccc(F)c(S(=O)(=O)N2CCOCC2)c1 (stereo unspecified)
i | 0.53 | O=C(/C=C/c1ccc(Cl)cc1Cl)N(Cc1ccccc1)C1CCS(=O)(=O)C1 (stereo unspecified)
i | 3.43 | NC(=O)[C@@H]1CCCN1Cc1nc(-c2ccc(C(F)(F)F)cc2)no1
i | -2.54 | CC(=O)c1cc(Cl)ccc1OCc1cccc(S(=O)(=O)N2CCOCC2)c1
i | -1.82 | COc1cc(O)c(CCC(=O)c2cc(OC)c(OC)c(OC)c2)c(OC)c1
i | 1.86 | Cc1cccc(NC(=O)c2ccc(S(=O)(=O)N(C)CC3CCCO3)cc2)c1C (stereo unspecified)
i | 1.59 | Cc1ccc(S(=O)(=O)NCC(=O)OCC(=O)Nc2cccc(S(=O)(=O)NC3=NCCCCC3)c2)cc1C
i | -0.8 | Cc1ccc(NC(=O)c2cc([N+](=O)[O-])ccc2N2CCOCC2)cc1C
i | -2.13 | CCCCNC(=O)CNC(=S)N(Cc1ccc(C)cc1)Cc1ccco1
i | -0.36 | CC(C)(C)/C(O)=C/c1nc2ccccc2[nH]c1=O
i | 0.08 | CCC(=O)N1CCCc2cc(S(=O)(=O)N3CCN(c4ccccc4F)CC3)ccc21
i | 0.88 | N#CC1=C2SCC(O)(c3ccccc3)N2C(=O)CC1c1ccccc1F (stereo unspecified)
i | 1.04 | Cc1cc(C(=O)Nc2sc3c(c2C#N)CCC(C(C)(C)C)C3)no1 (stereo unspecified)
i | -1.71 | O=C(COn1nnc2ccc(Cl)cc21)NCc1ccccc1
i | 1.43 | COc1ccc(N2CCN(Cc3nc4ccccc4n3C)CC2)cc1

High-throughput results from PubChem.
